SENP8 block-1 = blocks the human protease SENP8; Q96LD8; purified SENP8, Z-RLRGG-aminoluciferin cleavage, luminescence; inhibition, % at 10 µM; 330,000 compounds, 1.2% hits; AID 2540; in the data active = inhibition above about 50%
Target sequence (Q96LD8 whole entry, looked up): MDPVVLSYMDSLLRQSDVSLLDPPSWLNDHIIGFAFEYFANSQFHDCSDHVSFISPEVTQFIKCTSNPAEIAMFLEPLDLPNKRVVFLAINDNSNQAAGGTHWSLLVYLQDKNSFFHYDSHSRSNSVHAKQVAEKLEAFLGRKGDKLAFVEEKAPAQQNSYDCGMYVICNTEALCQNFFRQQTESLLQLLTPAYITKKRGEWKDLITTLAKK
SENP6 block = SENP6 protease inhibition; Q9GZR1; 330,000 compounds, 1.8% hits; Recombinant SENP6 catalytic domain, aminoluciferin luminescence; AID 2599; inhibition, % at 10 µM;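 active = inhibition above about 50% at the single tested dose, limit read from the data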;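 also: plate controls were DMSO wells with enzyme for no effect and DMSO wells lacking enzyme for full effect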
Target sequence (Q9GZR1 628-1112 limits assumed): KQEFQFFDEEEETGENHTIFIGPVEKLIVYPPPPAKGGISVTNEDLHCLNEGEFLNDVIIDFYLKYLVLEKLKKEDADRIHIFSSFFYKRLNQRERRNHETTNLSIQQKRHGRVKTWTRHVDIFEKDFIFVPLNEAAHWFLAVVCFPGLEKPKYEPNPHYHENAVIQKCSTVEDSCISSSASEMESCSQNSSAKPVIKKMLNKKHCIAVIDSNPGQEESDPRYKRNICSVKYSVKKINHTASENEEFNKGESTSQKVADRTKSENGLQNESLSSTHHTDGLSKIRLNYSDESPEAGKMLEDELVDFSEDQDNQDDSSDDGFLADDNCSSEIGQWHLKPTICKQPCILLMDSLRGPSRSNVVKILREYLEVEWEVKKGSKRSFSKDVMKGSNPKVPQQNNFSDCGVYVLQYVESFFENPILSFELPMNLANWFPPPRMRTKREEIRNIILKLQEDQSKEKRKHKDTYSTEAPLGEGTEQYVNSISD
SENP7 inh = inhibitors of human SENP7 protease | Q9BQF6 | recombinant SENP7, Z-RLRGG-aminoluciferin luminescence, 40 min | inhibition, % at 5 µM | 330,000 compounds, 1.5% hits;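 active = inhibition above about 50% at the single test dose, limit read from the data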;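 also: plate controls were DMSO with enzyme for no effect and no enzyme buffer wells for full effect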
HKDC1 inhibitor = HKDC1 (human) hexokinase inhibition; Q2TB90; recombinant HKDC1, G6PDH/diaphorase resazurin coupled fluorescence; inhibition, % at 20 µM; 340,000 compounds, 0.16% hits;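 active = inhibition above about 35% when tested at 20 µM, limit read from the data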;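 also: plate controls were DMSO wells with enzyme for no effect and DMSO wells lacking enzyme for full effect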
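Test system: recombinant HKDC1 (HK5) hexokinase enzyme, produced in-house / Doses: 20 µM test compound, 1% DMSO / Timing: 90 min, room temperature / Detection: G6PDH/diaphorase-coupled fluorescence, 1 mM NADP, 100 µM resazurin, 525/613 nm / Control set: DMSO wells with and without enzyme mix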
SENP1 FRET inh = blocks the human SENP1 SUMO protease catalytic domain; Q9P0U3; recombinant SENP1 catalytic domain, CyPet-SUMO1-YPet FRET cleavage; inhibition, % at 10 µM; 360,000 compounds, 0.21% hits;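 active = inhibition at least 30% at 10 µM, raw YFP signal under a set limit, fluorescence ratio 0.5 to 1.5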;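 also: 0% = enzyme with DMSO and 100% = no enzyme wells; some results filed as inactive read as strong as hits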
Target sequence (Q9P0U3 419-644 limits assumed): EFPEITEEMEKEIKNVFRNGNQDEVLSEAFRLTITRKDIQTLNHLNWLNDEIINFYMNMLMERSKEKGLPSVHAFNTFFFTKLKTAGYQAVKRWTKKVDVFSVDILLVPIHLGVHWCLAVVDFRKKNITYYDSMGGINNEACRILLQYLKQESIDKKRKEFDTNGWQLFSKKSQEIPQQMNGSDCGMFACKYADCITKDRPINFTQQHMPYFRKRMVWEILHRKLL
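Compound: 10 µM single point, 0.5% DMSO; Test system: hSENP1 catalytic domain, recombinant; Timing: 50 min reaction at room temperature; Technique: FRET, CFP and YFP emission; Control set: no-enzyme wells low, DMSO-plus-enzyme wells high control.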
SENP8 block-2 = SENP8 (human) protease inhibition. recombinant SENP8, Nedd8 substrate fluorescence. inhibition, % at 20 µM. 360,000 compounds, 0.64% hits. AID 602440; in the data active = inhibition mostly above about 40%, no sharp cut-off; inactive = mostly below about 27%
Apaf1 inhib = inhibitors of human Apaf-1 apoptosome; inhibition, % at 20 µM; 330,000 compounds, 0.71% hits; AID 489030; reconstituted apoptosome caspase-3 activity, DEVD-Rh110 fluorescence; O14727; active = inhibition of at least 40% at 20 µM;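 also: plate controls were DMSO wells for no effect and DEVD-CHO caspase inhibitor wells for full effect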
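detection = Rh110 fluorescence intensity | test system = biochemical Apaf-1 apoptosome reconstitution | also added = cytochrome c and DEVD-Rh110 substrate | schedule = 30 min plus 50 min, RT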
PfGluPho inh = PfG6PD (Plasmodium falciparum) enzyme inhibition; PfGluPho enzyme, NADPH resazurin-diaphorase fluorescence; 350,000 compounds, 0.78% hits; inhibition, % at 20 µM; AID 504690;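 active = inhibition reaching at least a set limit at 20 µM in the primary screen, cut at about 59% in these data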;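 also: 0% = DMSO wells with substrate and 100% = DMSO wells lacking glucose-6-phosphate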
Numbers without * were called inactive; . = no result given.

Short forms: A = SENP8 block-1; B = SENP6 block; C = SENP7 inh; D = HKDC1 inhibitor; E = SENP1 FRET inh; F = SENP8 block-2; G = Apaf1 inhib; H = PfGluPho inh
O=C(NCc1ccccc1)C(c1ccccc1F)N(C(=O)c1csnn1)C1CCCC1 (stereo not drawn)
  A = 5	B = 17	C = 1	D = 6	E = 2	F = 17	G = 3	H = -1

CCn1c(CSc2nc3ccccc3[nH]2)n[nH]c1=S
  A = 3	B = -7	C = 4	D = -3	E = 0	F = 18	G = -4	H = 9

Cc1ccc(SCCNC(=O)c2ccccc2)cc1
  A = -3	B = 10	C = -2	D = 0	E = 0	F = 14	G = 3	H = -6

Cc1c(C(=O)NN2CCOCC2)oc2c1ccc1ccccc12
  A = -7	B = -15	C = -10	D = 14	E = 3	F = -8	G = 7	H = 10

CCc1cccc(NC(=O)C2CCN(S(=O)(=O)c3ccc4[nH]c(=O)ccc4c3)CC2)c1
  A = -2	B = 0	C = -1	D = 0	E = 0	F = 8	G = 11	H = -18

CC(C)CCn1cnc2c(cnn2-c2ccc(F)cc2)c1=O
  A = -2	B = -18	C = -5	D = -7	E = 0	F = 26	G = 1	H = -3

COc1ccccc1-c1nnc(SCC(=O)c2c(N)n(C3CC3)c(=O)[nH]c2=O)o1
  A = 10	B = 3	C = -1	D = -5	E = 5	F = -1	G = -12	H = 19

COc1ccc(NC(=O)COC(=O)Cc2ccccc2[N+](=O)[O-])cc1OC
  A = 0	B = -8	C = 6	D = -12	E = 2	F = -4	G = -10	H = 8

O=C(/C=C/c1ccc2c(c1)OCCO2)N1CCN(c2ccc(F)cc2)CC1
  A = 3	B = -12	C = 3	D = -5	E = 3	F = -2	G = 13	H = -3

CCc1c(C(=O)Nc2ncn(Cc3cccc(C)c3)n2)csc1C
  A = -3	B = -4	C = -5	D = -5	E = 1	F = 12	G = 11	H = 9

CCCN1CCN(CC(=O)Nc2nc3ccccc3s2)CC1
  A = -12	B = -32	C = 7	D = -4	E = -2	F = 10	G = 6	H = 3

Cc1sc2ncnc(N3CCC(C(=O)Nc4nnc(SCc5ccccc5F)s4)CC3)c2c1C
  A = -14	B = -10	C = -13	D = -2	E = -1	F = 5	G = 27	H = -18

Cc1sc(NC(=O)CCCC(=O)O)c(C(N)=O)c1-c1ccccc1
  A = 21	B = 7	C = 7	D = -4	E = -2	F = 6	G = -1	H = 19

Cc1cc(C)c2cc(CN(Cc3nnnn3Cc3ccc(F)cc3)C3CCCC3)c(=O)[nH]c2c1
  A = -3	B = -2	C = -6	D = -4	E = -5	F = -6	G = -2	H = 7

COc1ccc(N2C(=O)C(OC(C)=O)C2c2ccc(C)cc2)cc1 (stereo not drawn)
  A = -1	B = -1	C = 3	D = -4	E = 0	F = 8	G = -1	H = -15

O=C(c1cc(S(=O)(=O)N2CCOCC2)ccc1Cl)N1CCC(Cc2ccccc2)CC1
  A = 1	B = -6	C = -6	D = 2	E = 2	F = 5	G = 12	H = -11

NS(=O)(=O)c1ccc(N2CCOCC2)c(C(=O)NCCCSc2ccccc2)c1
  A = -7	B = -10	C = 2	D = -4	E = 0	F = -3	G = 8	H = 11

O=S(=O)(Nc1ccccc1O)c1ccc(Cl)nc1
  A = -2	B = -5	C = 1	D = -4	E = 0	F = 16	G = -7	H = 14

CC(=O)c1cccc(NC(=O)c2cc(=O)[nH]c3ccccc23)c1
  A = 4	B = -28	C = 3	D = -5	E = -14	F = -3	G = -2	H = 1

Cc1nn(-c2ccccc2)c(Cl)c1C1C(C#N)=C(N)OC2=C1C(=O)CC(C)(C)C2 (stereo not drawn)
  A = 0	B = -3	C = 9	D = 0	E = -1	F = 4	G = 6	H = -2

COc1ccc(Oc2ccccc2/C=N/O)cc1
  A = -4	B = 3	C = -2	D = 0	E = 4	F = 24	G = -2	H = -21

COc1ccc(NC(=O)CCc2nnc3ccc(N4CCC(C)CC4)nn23)cc1OC
  A = 1	B = -15	C = -4	D = -3	E = 1	F = -8	G = 2	H = 12

CCc1cccc(C)c1NC(=O)C1CC(=O)N(C2CCCC2)C1 (stereo not drawn)
  A = 3	B = 0	C = 4	D = -4	E = 1	F = 8	G = -3	H = 3

COc1cc(CCCN2C(=O)C(=O)NC[C@H]2Cc2cccc3ccccc23)cc(OC)c1OC
  A = -2	B = -1	C = -2	D = 1	E = 0	F = 9	G = 14	H = 2

Fc1ccccc1-n1cc(-c2ccccc2)[nH]c1=S
  A = 7	B = -21	C = 11	D = 6	E = 2	F = 8	G = -13	H = 49

CCCCN(CC)CCCNC(=O)c1cc2cc3ccc(C)cc3nc2o1
  A = -4	B = -32	C = 5	D = -3	E = -1	F = -303	G = 4	H = -12

COc1ccc(-c2cc(C(F)(F)F)nc(N3CCN(C)CC3)n2)cc1
  A = -4	B = -12	C = 0	D = 5	E = -1	F = -28	G = 31	H = 24

CSc1ccccc1C(=O)Nc1ccc2c(c1)OCCO2
  A = -20	B = 12	C = 18	D = -1	E = -2	F = 22	G = 12	H = 18

COc1cccc(CNC(=O)Cc2ccc(NC3=NC4CS(=O)(=O)CC4S3)cc2)c1 (stereo not drawn)
  A = 3	B = -13	C = -3	D = -9	E = 2	F = 7	G = -4	H = -2

COc1ccccc1OCc1nc(C#N)c(N2CCCC2)o1
  A = -1	B = 4	C = -1	D = -1	E = 0	F = 4	G = -8	H = -5

CCN(C(=O)CN1C(=O)CN(C)C1=O)c1cccc2ccccc12
  A = -13	B = -9	C = -17	D = -11	E = 2	F = -6	G = 4	H = 2

COc1ccc(C(CNC(=O)CN2C(=O)NC(C)(c3ccc4ccccc4c3)C2=O)N2CCCC2)cc1 (stereo not drawn)
  A = .	B = .	C = .	D = 2	E = 0	F = 17	G = .	H = 0

O=C(Nc1cccc(S(=O)(=O)NC2=NCCC2)c1)c1cc(Cl)ccc1[N+](=O)[O-]
  A = -3	B = -4	C = 1	D = -3	E = 1	F = 6	G = -1	H = 7

Cn1c(=O)c2c(nc(SC3C(=O)CC(C)(C)CC3=O)n2C)n(C)c1=O
  A = -4	B = 12	C = 3	D = 4	E = 3	F = 14	G = -17	H = 10

Cc1cccc(C)c1NC(=S)NCCc1ccc(O)c(O)c1
  A = 7	B = 26	C = 10	D = -3	E = -1	F = 19	G = -16	H = 10

CCN(CC)C(=O)CCCOc1ccc(Cl)cc1Cl
  A = -4	B = 7	C = -1	D = -2	E = 0	F = 7	G = 7	H = -4

Cc1ccc(O)c(CNn2cnnc2)c1
  A = 2	B = 1	C = -1	D = 0	E = -1	F = 10	G = -30	H = -10

Cc1c(NC(=S)NC(=O)c2ccc(Br)o2)c(=O)n(-c2ccccc2)n1C
  A = -2	B = -5	C = -8	D = 12	E = 0	F = 9	G = -7	H = -16

COc1ccc2cc(C(=O)N3CCN(c4ccccc4F)CC3)[nH]c2c1
  A = 0	B = 10	C = 8	D = 2	E = -36	F = -94	G = 10	H = 0

O=C(COC(=O)c1ccc(Br)o1)Nc1cccc(S(=O)(=O)N2CCOCC2)c1
  A = 0	B = 17	C = 0	D = -2	E = 1	F = 0	G = 2	H = 2

CC(C)OC(=O)CSc1nnc(SCc2cccc3ccccc23)s1
  A = 0	B = 2	C = 4	D = 0	E = -2	F = 1	G = 20	H = 14

NS(=O)(=O)c1ccc(CCNC(=O)C2CCN(S(=O)(=O)c3c(Cl)cccc3Cl)CC2)cc1
  A = -2	B = -16	C = 6	D = -3	E = 1	F = 18	G = -13	H = -6

O=C(c1ccc(S(=O)(=O)N2CCCC2)cc1)N1CCC(CN2C(=O)c3cccc4cccc(c34)C2=O)CC1
  A = -1	B = 37	C = 4	D = -1	E = 1	F = -31	G = 9	H = 3

Cn1ccnc1C(OC(=O)c1ccc(Cl)cc1)C(F)(F)F (stereo not drawn)
  A = -6	B = -21	C = 9	D = -1	E = 1	F = 14	G = 2	H = 3

COCCN(C(C)=O)c1nnc(-c2cnccn2)s1
  A = -11	B = -13	C = -6	D = -1	E = 0	F = -58	G = -3	H = -4

COc1cc(OC)cc(C(=O)Nc2ccc(N(C)C)c3ccccc23)c1
  A = 3	B = -6	C = 1	D = 12	E = 5	F = -1	G = 11	H = 0

O=S(=O)(c1cccs1)N1CCN(c2ccccc2F)CC1
  A = 1	B = -4	C = -1	D = -5	E = 0	F = 17	G = 6	H = -2

COc1ccc(CCNC(=O)CSc2ccc(-c3ccccc3)nn2)cc1
  A = -1	B = -15	C = 4	D = .	E = .	F = .	G = -8	H = .

COC(=O)c1ccc(C(=O)OC)c(NC(=O)N2c3ccccc3Sc3ccccc32)c1
  A = 0	B = 6	C = 2	D = -9	E = -13	F = -211	G = 7	H = -17

CC(C)c1ccc(CN2C(=O)NC3(CCCCCC3)C2=O)cc1
  A = 10	B = 0	C = 4	D = -3	E = -1	F = 1	G = 18	H = 5

Quoted at random: 3 entries already listed, in no set order.
Short forms: A = SENP8 block-1; B = SENP6 block; C = SENP7 inh; D = HKDC1 inhibitor; E = SENP1 FRET inh; F = SENP8 block-2; G = Apaf1 inhib; H = PfGluPho inh
CCN(CC)C(=O)CCCOc1ccc(Cl)cc1Cl
  A = -4	B = 7	C = -1	D = -2	E = 0	F = 7	G = 7	H = -4

Cn1ccnc1C(OC(=O)c1ccc(Cl)cc1)C(F)(F)F (stereo not drawn)
  A = -6	B = -21	C = 9	D = -1	E = 1	F = 14	G = 2	H = 3

Cc1c(NC(=S)NC(=O)c2ccc(Br)o2)c(=O)n(-c2ccccc2)n1C
  A = -2	B = -5	C = -8	D = 12	E = 0	F = 9	G = -7	H = -16

Three entries out of the list, ordered by molar mass, descending.
Short forms: A = SENP8 block-1; B = SENP6 block; C = SENP7 inh; D = HKDC1 inhibitor; E = SENP1 FRET inh; F = SENP8 block-2; G = Apaf1 inhib; H = PfGluPho inh
Cc1c(NC(=S)NC(=O)c2ccc(Br)o2)c(=O)n(-c2ccccc2)n1C
  A = -2	B = -5	C = -8	D = 12	E = 0	F = 9	G = -7	H = -16

CCN(C(=O)CN1C(=O)CN(C)C1=O)c1cccc2ccccc12
  A = -13	B = -9	C = -17	D = -11	E = 2	F = -6	G = 4	H = 2

Cc1ccc(O)c(CNn2cnnc2)c1
  A = 2	B = 1	C = -1	D = 0	E = -1	F = 10	G = -30	H = -10

Continued.
Short forms: A = SENP8 block-1; B = SENP6 block; C = SENP7 inh; D = HKDC1 inhibitor; E = SENP1 FRET inh; F = SENP8 block-2; G = Apaf1 inhib; H = PfGluPho inh
COc1ccccc1NC(=S)NNC(=O)c1ccc(O)cc1
  A = 14	B = 27	C = 14	D = 2	E = 1	F = 6	G = 3	H = -6

COc1cccc(NC(=O)c2cc(S(=O)(=O)N3CCc4ccccc43)cn2C)c1
  A = 6	B = 3	C = 0	D = -3	E = 2	F = 10	G = 2	H = 6

O=C(O)c1ccc2c(=O)n3c(nc2c1)/C(=C/c1ccc(OC(F)F)cc1OC(F)F)CC3
  A = -10	B = -20	C = -2	D = 6	E = 0	F = -264	G = 15	H = 10

CC(=O)Nc1ccc(OCC(O)Cn2c3ccccc3c3ccccc32)c(C)c1 (stereo not drawn)
  A = -9	B = -12	C = -9	D = 5	E = -1	F = -3	G = -5	H = 20

Cc1ccc(C(CC(=O)c2ccc(Cl)cc2)C(=O)O)cc1 (stereo not drawn)
  A = 10	B = -2	C = 1	D = -7	E = 0	F = 11	G = -6	H = 4

CC[C@]12c3[nH]c4ccc(Cl)cc4c3CCN1C(=O)[C@@H](CC(=O)NCCCN(C)C)C[C@@H]2C(=O)N1CCN(C(=O)c2ccco2)CC1
  A = .	B = .	C = -2	D = -5	E = 1	F = 12	G = 27	H = -15
